TbMetRS inhib: Trypanosoma brucei MetRS inhibition. purified T. brucei MetRS, ATP depletion, Kinase-Glo luminescence. inhibition, % at 11.9 µM. actives 0.4% (n = 360,000). AID 624268;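 active = inhibition above a per-plate cutoff of the control wells' mean inhibition plus 3 SD, cut at about 5.5% in these data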;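 also: 0% = DMSO wells median and 100% = median of wells with control inhibitor compound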
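technique = Kinase-Glo luminescence, ATP depletion format | system = purified MetRS (methionyl-tRNA synthetase) enzyme from Trypanosoma brucei | timing = 15 min preincubation, 2 h reaction, all 25 °C | evaluation = percent inhibition versus plate control medians | dosing = single dose, 11.9 µM final nominal, 0.9% final DMSO | also added = substrates ATP, L-methionine and bulk Escherichia coli tRNA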
CSN inh: inhibitors of human CSN-mediated cullin deneddylation. actives 0.38% (n = 360,000). Purified CSN, SCF-Nedd8-OG deneddylation, fluorescence polarization. Q92905. inhibition, % at 12.5 µM;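 active = pattern-corrected inhibition above about 35%, with an unprinted fluorescence ratio check between 0.5 and 1.5, limit read from the data, passing the limit was not always enough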;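 also: 0% = enzyme with substrate and 100% = substrate without enzyme; some results filed as inactive read as strong as hits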
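Assay system: Purified human Csn5 enzyme expressed in HEK293T cells | Amount: Enzyme 0.24 nM | Measured by: Fluorescence polarization readout | Medium: Tris/NaCl/DTT buffer, pH 7.5 | Compound dosing: One concentration, 12.5 µM, 0.25% DMSO | Times: 90 min incubation of compound, enzyme and substrate at room temperature | Control set: no-enzyme wells high, enzyme-with-substrate wells low | Read-out: % inhibition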
NadD block: NadD (S. aureus) enzyme inhibition | AID 602399 | actives 0.78% (n = 360,000) | purified NadD enzyme, colorimetric absorbance read-out | inhibition, % at 20 µM; in the data active = inhibition above about 26%; also: some compounds past the cut are filed as inactive
STEP block: inhibitors of human striatal-enriched phosphatase STEP; AID 588621; recombinant STEP, OMFP fluorogenic substrate, fluorescence; P54829; actives 0.25% (n = 360,000); inhibition, % at 20 µM;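 active = inhibition at 20 µM, scaled per plate between control wells, above about 37%, limit read from the data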;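 also: 0% = DMSO with enzyme and substrate and 100% = substrate only without enzyme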
Target sequence (P54829 whole entry, looked up): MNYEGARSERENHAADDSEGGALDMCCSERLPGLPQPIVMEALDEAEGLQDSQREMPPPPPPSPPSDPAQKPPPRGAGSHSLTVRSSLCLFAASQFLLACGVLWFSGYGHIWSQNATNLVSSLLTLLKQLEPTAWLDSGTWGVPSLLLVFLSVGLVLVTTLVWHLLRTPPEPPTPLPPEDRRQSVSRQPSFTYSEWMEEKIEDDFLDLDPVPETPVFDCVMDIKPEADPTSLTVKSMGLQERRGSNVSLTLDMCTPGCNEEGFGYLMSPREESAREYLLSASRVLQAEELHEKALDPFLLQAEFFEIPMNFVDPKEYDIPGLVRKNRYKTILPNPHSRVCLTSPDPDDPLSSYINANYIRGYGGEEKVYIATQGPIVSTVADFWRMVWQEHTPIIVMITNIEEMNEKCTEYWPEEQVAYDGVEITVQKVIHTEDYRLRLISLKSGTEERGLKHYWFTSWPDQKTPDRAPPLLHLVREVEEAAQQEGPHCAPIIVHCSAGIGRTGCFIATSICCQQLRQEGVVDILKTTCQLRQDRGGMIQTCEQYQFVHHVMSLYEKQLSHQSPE
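Measure: Control-normalized % inhibition with plate pattern correction | Test system: STEP phosphatase, cell-free reaction | Medium: pH 6.0 Bis-Tris with DTT and Tween 20 | Technique: Fluorescence, 480/540 nm | Times: Reaction 20 min, ambient temperature | Doses: Single compound dose of 20 µM, 1% DMSO final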
Rpn11 inh: Rpn11 (human) deubiquitinase inhibition; O00487; human 26S proteasome, Ub4-pepOG fluorescence polarization; 20S core pre-blocked with epoxomicin; calls only at 20 µM; actives 0.59% (n = 360,000); AID 588493;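 active = inhibition at 20 µM, scaled to each plate's controls, above about 33%, limit read from the data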
Target sequence (O00487 whole entry, looked up): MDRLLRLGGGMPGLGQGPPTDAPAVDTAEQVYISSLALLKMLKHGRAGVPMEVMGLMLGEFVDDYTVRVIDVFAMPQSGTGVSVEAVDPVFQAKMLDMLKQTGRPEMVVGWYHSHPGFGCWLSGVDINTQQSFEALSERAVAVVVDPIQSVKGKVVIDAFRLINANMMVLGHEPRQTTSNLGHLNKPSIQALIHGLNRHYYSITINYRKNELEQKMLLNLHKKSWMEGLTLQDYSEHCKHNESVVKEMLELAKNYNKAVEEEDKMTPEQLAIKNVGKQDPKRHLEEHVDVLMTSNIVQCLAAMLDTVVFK
Scp-1 inhibitor: inhibitors of human Scp-1 phosphatase; Recombinant Scp1, phosphopeptide, malachite green phosphate absorbance; inhibition, % at 20 µM; Q9GZU7; actives 0.88% (n = 340,000);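 active = inhibition above about 50% at 20 µM, limit read from the data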;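 also: plate controls were DMSO wells with enzyme for no effect and wells lacking enzyme for full effect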
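Test system: SCP-1 catalytic domain; Buffer or medium: Acidic Tris acetate buffer with magnesium and detergent; Also added: Phosphorylated 17-residue peptide substrate; Compound: single 20 µM dose, 1% DMSO; Schedule: enzyme reaction 45 min at room temperature, colour 5 min, stabilisation 30 min; Signal: Phosphate-binding colour reagent, absorbance read at 630 nm.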
DNMT1 block: DNMT1 (human) enzyme inhibition | DNMT1 molecular beacon, Hinp1I cleavage, fluorescence | inhibition (reported as % activation of signal), % at 10 µM | actives 0.83% (n = 360,000); in the data active = inhibition above about 50%
LMPTP block: blocks human LMPTP phosphatase; recombinant LMPTP-A, OMFP fluorogenic substrate, fluorescence intensity; inhibition, % at 20 µM; actives 0.22% (n = 360,000); AID 651560;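 active = compounds that cut the enzyme signal by at least half of the control window in the single-dose screen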;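 also: plate controls were DMSO wells with enzyme plus substrate for no effect and substrate without enzyme for full effect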
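Test system: LMPTP-A, protein tyrosine phosphatase of low molecular weight; Input: 0.625 nM enzyme; Incubation: 50 min dark incubation at room temperature; Signal: endpoint fluorescence intensity from OMFP dephosphorylation; Read-out basis: % inhibition versus control wells.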
SUMO1-SIM PPI: modulators of human SUMO1-mediated protein-protein interactions | SUMO1 binding to a labelled peptide, TR-FRET, 1 h | inhibition, % at 20 µM | actives 0.33% (n = 360,000) | AID 602429; in the data active = inhibition above about 37%
Target sequence (P63165 whole entry, looked up): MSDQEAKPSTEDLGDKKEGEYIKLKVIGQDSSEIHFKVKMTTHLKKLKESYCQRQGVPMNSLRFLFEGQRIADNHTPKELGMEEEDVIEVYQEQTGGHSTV
PABP1 MLLE inh: inhibitors of microRNA-mediated deadenylation, human PABP1 MLLE binding; inhibition, % at 20 µM; actives 0.36% (n = 360,000); GST-MLLE / FITC-PAM2 fluorescence polarization; P11940; AID 588489; in the data active = inhibition above about 35%, passing the limit was not always enough;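 also: plate controls were DMSO wells with GST-MLLE for no effect and wells lacking GST-MLLE protein for full effect; some results filed as inactive read as strong as hits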
Starred values were filed as active, the others as inactive; i = inactive; / = not tested or not shown; + = active, no number.

1. CCOC(=O)C1CCN(c2ncnc3cc(OC)c(OC)cc23)CC1
2. CNS(=O)(=O)c1cccc(C(=O)OCc2cc(C(C)=O)ccc2OC)c1
3. COC(=O)C(C)(C(=O)OC)c1ccc([N+](=O)[O-])cn1
4. COc1ccc(S(=O)(=O)NCCc2ccccc2)c2cccnc12
5. CCCCNC(=S)Nc1cccc(C(C)=O)c1
6. O=C(c1ccc(N2CCN(C(=O)c3ccc(F)cc3F)CC2)cc1)c1cccc(F)c1
7. O=C(COC(=O)/C=C/c1cccc(C(F)(F)F)c1)NC1CCCCCC1
8. COc1ccc(C(=O)c2c[nH]c(C(=O)NCc3cccnc3)c2)cc1

Screen / compound no.	1	2	3	4	5	6	7	8
TbMetRS inhib	-1.2	-0.6	-0.4	-1.2	0.0	0.5	-0.3	0.2
CSN inh	-2	-5	5	-2	-13	-2	-4	-3
NadD block	-4	-6	-3	-8	-4	-4	-3	-5
STEP block	2	3	-4	-3	2	3	2	0
Rpn11 inh	i	i	i	i	i	i	i	i
Scp-1 inhibitor	2	-5	-25	-1	1	-8	-10	-1
DNMT1 block	2	-8	2	1	-1	-2	18	-3
LMPTP block	0.0	0.9	-1.4	-0.3	0.1	3.2	-2.3	0.2
SUMO1-SIM PPI	5	1	-25	2	-4	-14	-3	2
PABP1 MLLE inh	0	-37	-7	-1	5	-13	-10	-3

9. CCN(CC)S(=O)(=O)c1ccc(C)c(NC(=O)COC(=O)c2ccc(C)c(S(=O)(=O)N3CCOCC3)c2)c1
10. COc1ccc(C(CNC(=O)c2ccc(NS(=O)(=O)c3ccc(F)c(C)c3)cc2)N(C)C)cc1 (stereo not drawn)
11. Clc1ccc(CNc2nc(N3CCOCC3)nc(N3CCOCC3)n2)cc1
12. O=C(OCCc1cc2ccccc2c(=O)o1)c1ccc(C(F)(F)F)cc1
13. C=CCN1CCc2c(cc(O)c(O)c2Br)[C@@H](c2ccccc2)C1
14. Cc1ccn(C)c(=N)c1
15. O=C(COC(=O)Cn1cnc2ccccc21)NCCc1ccc(Cl)cc1
16. Cc1ccccc1NC(=O)Cn1c(NCC(C)O)nc2ccccc21 (stereo not drawn)

Screen / compound no.	9	10	11	12	13	14	15	16
TbMetRS inhib	0.3	-0.4	-1.0	0.0	-0.4	0.3	-0.6	-0.5
CSN inh	0	0	7	-3	-5	0	-1	3
NadD block	5	-4	2	0	5	1	-3	-3
STEP block	4	-1	-2	2	2	0	-3	-2
Rpn11 inh	i	i	i	i	i	i	i	i
Scp-1 inhibitor	-11	-7	-3	-9	-11	8	-2	-1
DNMT1 block	0	-14	-6	5	11	0	0	0
LMPTP block	2.4	-9.4	-0.4	4.9	-12	-2.2	0.1	-0.9
SUMO1-SIM PPI	0	-139	-5	3	-1	-3	-2	5
PABP1 MLLE inh	-3	-13	-16	11	-7	-89	-5	-2

17. Cc1cccc(NC(=O)COC(=O)c2cccc3c2C(=O)c2ccccc2C3=O)c1C
18. O=C(COC(=O)C12CC3CC(CC(C3)C1)C2)Nc1nccs1
19. O=C(c1ccc(COc2ccc(Cl)cc2)cc1)N1CCCCC1
20. CN1CCCCC1(C)C(=O)NCc1cc(Cl)ccc1F (stereo not drawn)
21. CC1CCCCN1C(=O)COC(=O)c1cc([N+](=O)[O-])ccc1N (stereo not drawn)
22. COc1ccc(C2=NNC(=O)CC2)cc1
23. COc1ccc(-n2c(C)c3c(OC)cccc(=O)c3c2C)cc1
24. Cc1cc(-c2nnc(SCC(=O)Nc3ccccc3C(F)(F)F)o2)c(C)n1-c1ccccc1

Screen / compound no.	17	18	19	20	21	22	23	24
TbMetRS inhib	-0.6	-0.2	2.3	0.1	0.3	0.8	0.5	-1.4
CSN inh	5	-2	3	-2	-4	-2	5	7
NadD block	-2	-2	0	-3	-1	2	11	5
STEP block	3	0	0	-5	2	-1	1	-2
Rpn11 inh	i	i	i	i	i	i	i	i
Scp-1 inhibitor	-11	-8	14	/	8	7	-8	-2
DNMT1 block	-9	6	5	3	2	0	-12	-3
LMPTP block	2.3	0.3	0.7	1.0	0.0	-0.8	3.8	-1.7
SUMO1-SIM PPI	-9	-4	-2	-5	-42	-4	-13	-1
PABP1 MLLE inh	-1	2	-10	-4	-14	1	-4	5

The last 3 compounds of the section above open the next one:
22. COc1ccc(C2=NNC(=O)CC2)cc1
23. COc1ccc(-n2c(C)c3c(OC)cccc(=O)c3c2C)cc1
24. Cc1cc(-c2nnc(SCC(=O)Nc3ccccc3C(F)(F)F)o2)c(C)n1-c1ccccc1
25. O=C(c1ccccc1)N(C1=NCCCCS1)c1ccccc1
26. Cc1cc(Nc2ccccc2O)c2ccccc2n1
27. CCCCNC(=O)C1(C)CCC(=O)N1C1CC1 (stereo not drawn)
28. CCC1(C)Cc2ccccc2-c2c1c(=O)n(Cc1ccccc1)c1nnnn21 (stereo not drawn)
29. Nc1ccc(-c2c3ccc(=O)cc-3oc3cc(O)ccc23)c(C(=O)O)c1
30. CC(C)[C@H](NC(=O)N1CCn2c1nc1ccccc12)C(=O)N[C@H](C(=O)O)c1ccccc1
31. COc1cccc(COCC(O)Cn2cnc3cc(C)c(C)cc32)c1 (stereo not drawn)
32. CC1(c2ccccc2Cl)NC(=O)N(CC(=O)c2ccc3c(c2)OCO3)C1=O (stereo not drawn)

Screen / compound no.	22	23	24	25	26	27	28	29	30	31	32
TbMetRS inhib	0.8	0.5	-1.4	-0.3	-0.6	-0.9	-0.6	-0.1	-2.4	-0.2	-0.3
CSN inh	-2	5	7	-5	-4	-1	3	-71	-4	-2	-3
NadD block	2	11	5	-1	-8	-3	-7	4	-1	-5	-5
STEP block	-1	1	-2	0	-4	0	2	-110	-2	-1	0
Rpn11 inh	i	i	i	i	i	i	i	i	i	i	i
Scp-1 inhibitor	7	-8	-2	11	-6	/	-6	-2	1	-14	-6
DNMT1 block	0	-12	-3	3	-7	3	-1	+	0	-2	-2
LMPTP block	-0.8	3.8	-1.7	0.2	6.7	-1.0	2.1	11	-0.8	-1.2	0.7
SUMO1-SIM PPI	-4	-13	-1	1	2	4	-5	i	4	2	0
PABP1 MLLE inh	1	-4	5	5	3	6	-2	i	14	2	-12

33. COc1ccc(CCCc2nnc(SCC(=O)Nc3ncc(C)s3)o2)cc1
34. C#CCOCCOCCOCCNc1nc(N2CCN(C(=O)Cn3cc(CCCCN)nn3)CC2)nc(N2CCN(C(=O)[C@H](CCCCN)n3cc(CCC(=O)O)nn3)CC2)n1
35. NC(=O)c1nnsc1Sc1c(C(N)=O)nnn1-c1cccc(N)c1
36. CC(C)c1nc(SCC(=O)N2CCOCC2)c2c(=O)n(C)c(=O)n(C)c2n1
37. Cc1cc(-c2ccco2)n(CC(=O)NCCCc2ccccc2)n1
38. COCCn1c(SCC(=O)N2CCCCCC2)nc2c(c1=O)SCC2
39. CCCn1c(=S)[nH]c2cc(C(=O)N3CCN(c4ccccc4)CC3)ccc2c1=O
40. CCOc1ccccc1NC(=O)C(=O)N/N=C/c1ccc([N+](=O)[O-])cc1

Screen / compound no.	33	34	35	36	37	38	39	40
TbMetRS inhib	0.3	0.1	-0.3	-0.3	-0.4	-0.5	0.8	-0.3
CSN inh	0	-1	11	-1	-4	4	2	-14
NadD block	-3	-2	-2	5	-5	-1	3	-1
STEP block	0	-2	-3	-1	2	1	-2	0
Rpn11 inh	i	i	i	i	i	i	i	i
Scp-1 inhibitor	7	-6	-21	-9	-2	2	/	-1
DNMT1 block	-1	1	2	0	3	0	10	2
LMPTP block	-0.6	-6.2	-0.3	-1.0	-1.3	-0.7	-1.0	-0.3
SUMO1-SIM PPI	1	16	-1	2	2	-8	1	-5
PABP1 MLLE inh	-22	-15	-76	-3	9	6	-115	-11

41. CCN(CC)S(=O)(=O)c1ccc(C(=O)Nc2ncn(Cc3ccccc3)n2)cc1
42. CC1(C(=O)NCc2cccc(C(F)(F)F)c2)CCN1C1Cc2ccccc2C1 (stereo not drawn)
43. O=C1c2ccccc2C(=O)N1CCSc1n[nH]c(=S)s1
44. Oc1ccc(Cl)cc1CNn1cnnc1
45. CCc1ccc(C(c2ccc(CC)cc2)C(Cl)Cl)cc1
46. O=c1c2c3c(sc2n2cnnc2n1Cc1ccccc1)CN(Cc1ccccc1)CC3
47. c1ccc2c(N3CCOCC3)nc(N3CCOCC3)nc2c1
48. CC1(C)Cc2c(cnn2-c2ccccc2)-c2c1c1ccccc1n2CC(O)CCl (stereo not drawn)

Screen / compound no.	41	42	43	44	45	46	47	48
TbMetRS inhib	-0.2	-0.2	-0.9	-0.4	-0.9	-0.1	-1.3	-0.5
CSN inh	1	0	2	3	4	3	3	-1
NadD block	-5	6	13	-4	7	14	-5	-1
STEP block	-1	-1	-3	0	4	1	-6	-1
Rpn11 inh	i	i	i	i	i	i	i	i
Scp-1 inhibitor	-2	/	-7	-7	-9	3	-5	-10
DNMT1 block	2	-4	-2	0	2	9	1	-7
LMPTP block	0.1	1.1	-2.1	-0.4	2.8	16	0.2	2.6
SUMO1-SIM PPI	0	3	-5	3	3	-1	-2	-2
PABP1 MLLE inh	16	8	-37	13	7	-60	5	5

Look-ups from the list:
cpd 46 in STEP block: 1
cpd 41 in DNMT1 block: 2
cpd 47 in NadD block: -5
cpd 43 in DNMT1 block: -2

(listing goes on)
49. COc1ccc2cc(C3c4cc(OC)c(OC)cc4CCN3C(=O)c3ccco3)c(=O)[nH]c2c1 (stereo not drawn)
50. O=Cc1c(-[n+]2ccccc2)nc([O-])n1-c1ccccc1
51. COc1ccc(-c2cc(N3CCN(CCO)CC3)n3nccc3n2)cc1
52. COCCn1nnnc1C(c1ccccc1)N1CCN(C)CC1 (stereo not drawn)
53. C=CCOC(=O)C1=C(C)OC(N)=C(C#N)C1c1ccc2c(c1)OCO2 (stereo not drawn)

Screen / compound no.	49	50	51	52	53
TbMetRS inhib	-0.3	-0.5	-0.1	-1.0	-0.1
CSN inh	2	-2	-5	-1	1
NadD block	6	-4	6	1	3
STEP block	-1	-4	2	-1	-1
Rpn11 inh	i	i	i	i	i
Scp-1 inhibitor	10	-8	/	-11	-6
DNMT1 block	-5	-2	-3	4	-2
LMPTP block	-0.6	-0.1	-1.1	-5.4	1.6
SUMO1-SIM PPI	-1	-15	-3	0	-4
PABP1 MLLE inh	6	2	11	-3	11
